PfHsp40 yeast – rescue of yeast from PfHsp40 toxicity, primary screen, S. cerevisiae, ATP luminescence | S. cerevisiae expressing PfHsp40, growth rescue | growth rescue, % at 12.5 µM | 340,000 compounds, 0.68% hits | AID 504582, 2011; in the data active = growth rescue above about 28%, passing the limit was not always enough; inconclusive = no clear call, values can overlap the other calls;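 also: yeast W303a lacking pdr1 and pdr3 grown in galactose medium; growth measured after three days at 30 °C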
BoNT-F LC inh – BoNT/F light chain protease inhibitors, primary screen, biochemical, flow cytometry, MLPCN library. Multiplex microsphere protease cleavage assay. 360,000 compounds, 0.22% hits. inhibition, % at 10 µM. Botulinum neurotoxin type F light chain protease (Clostridium botulinum); in the data active = inhibition above about 35%, passing the limit was not always enough; inconclusive = no clear call, values can overlap the other calls; also: plate controls were buffer without enzyme for full effect and enzyme alone for no effect
UGM FP inh – M. tuberculosis UGM enzyme inhibitors, primary screen, biochemical, fluorescence polarization, single point | UDP-galactopyranose mutase (Mycobacterium tuberculosis (strain ATCC 25618 / H37Rv)), … | purified UGM, fluorescence polarization probe displacement | inhibition, % at 10 µM | 320,000 compounds, 0.06% hits | AID 504406, 2011; in the data active = inhibition above about 10%, passing the limit was not always enough; inconclusive = no clear call, values can overlap the other calls
Target sequence (P9WIQ1 whole entry, looked up): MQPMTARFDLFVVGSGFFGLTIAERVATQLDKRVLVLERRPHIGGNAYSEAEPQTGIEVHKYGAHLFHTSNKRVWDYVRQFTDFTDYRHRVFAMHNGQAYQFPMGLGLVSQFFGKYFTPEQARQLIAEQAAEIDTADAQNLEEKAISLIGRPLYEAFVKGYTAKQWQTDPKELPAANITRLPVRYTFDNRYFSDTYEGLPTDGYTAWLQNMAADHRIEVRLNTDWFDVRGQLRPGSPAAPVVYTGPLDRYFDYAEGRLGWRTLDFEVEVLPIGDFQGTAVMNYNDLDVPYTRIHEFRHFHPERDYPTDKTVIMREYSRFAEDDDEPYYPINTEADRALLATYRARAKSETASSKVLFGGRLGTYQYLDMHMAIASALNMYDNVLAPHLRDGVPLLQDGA
Anthrax LF inh2 – Bacillus anthracis LF protease inhibitors, primary screen, biochemical, multiplex microsphere, MLPCN library. Lethal factor (Bacillus anthracis), P15917. multiplex microsphere protease cleavage assay. inhibition, % at 10 µM. 360,000 compounds, 0.12% hits. AID 588501, 2011; also: plate controls were buffer without enzyme for full effect and enzyme alone for no effect
GDH-TPI counter – GDH-TPI coupling enzyme inhibitors, primary screen, artefact control for M. tuberculosis FBA inhibitor project, biochemical, absorbance, full deck; GDH-TPI coupled enzyme counterscreen, NADH absorbance; inhibition, % at 4.8 µM; 360,000 compounds, 1.2% hits; in the data active = inhibition above about 30%;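 also: 0% = DMSO wells and 100% = wells lacking the enzyme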
FBA Mtb inh – Mtb FBA enzyme inhibitors, primary screen, biochemical, fluorescence, strain H37Rv. Fructose-bisphosphate aldolase (Mycobacterium tuberculosis (strain ATCC 25618 / H37Rv)), …. purified M. tuberculosis FBA, fluorescence read-out. inhibition, % at 1 µM. 360,000 compounds, 2.3% hits. AID 588726, 2011; in the data active = inhibition above about 27%;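 also: 0% = vehicle and 100% = reference inhibitor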
Target sequence (P9WQA3 whole entry, looked up): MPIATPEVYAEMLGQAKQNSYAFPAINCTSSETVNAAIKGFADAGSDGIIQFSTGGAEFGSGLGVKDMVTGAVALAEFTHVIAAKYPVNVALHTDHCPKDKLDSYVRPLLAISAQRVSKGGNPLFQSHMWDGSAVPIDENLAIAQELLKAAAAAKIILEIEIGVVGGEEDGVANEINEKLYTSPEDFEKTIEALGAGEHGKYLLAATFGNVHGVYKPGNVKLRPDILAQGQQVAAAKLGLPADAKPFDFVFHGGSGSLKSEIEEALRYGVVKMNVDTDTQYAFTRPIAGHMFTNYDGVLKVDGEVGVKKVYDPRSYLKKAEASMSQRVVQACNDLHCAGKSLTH
BoNT A protease – BoNT/A light chain protease inhibitors, primary screen, biochemical, flow cytometry, MLPCN library. AID 588499, 2011. 360,000 compounds, 0.17% hits. multiplex microsphere protease substrate cleavage. inhibition, % at 10 µM. Botulinum neurotoxin type A light chain protease (Clostridium botulinum A str. ATCC 3502); also: plate controls were buffer without enzyme for full effect and enzyme alone for no effect
FadD28 FP inh – inhibitors of FadD28 bisubstrate probe binding, primary screen, biochemical, fluorescence polarization, single point; Mycobacterium tuberculosis FadD28 fatty-acid-AMP ligase; inhibition, % at 12.5 µM; 360,000 compounds, 0.22% hits; AID 588549, 2011; in the data active = inhibition above about 8.5%, passing the limit was not always enough; inconclusive = no clear call, values can overlap the other calls
BioA inh – M. tuberculosis BioA enzyme inhibitors, primary screen, biochemical, plate reader, single point, HTS | inhibition, % at 9.99 µM | 360,000 compounds, 0.096% hits | 7,8-diaminopelargonic acid synthase BioA (Mycobacterium tuberculosis) | purified M. tuberculosis BioA enzyme; in the data active = inhibition above about 40%; inconclusive = no clear call, values can overlap the other calls
* hit, by the source's call; ? = inconclusive; nt = no result given. Rule as the data show it, unless noted: active = inhibition above about 30%; inconclusive = no clear call, values can overlap the other calls; inactive = below that. Compounds were not picked by outcome; about 4.7% have a hit in one of these screens.

no.	SMILES	PfHsp40 yeast	BoNT-F LC inh	UGM FP inh	Anthrax LF inh2	GDH-TPI counter
1	CCOC(=O)CNC(=O)CSc1nc2nc(C)c(Br)cc2[nH]1	-1.0	-14	1.0	0	4
2	O=C(CSC(=S)N1CCCC1)NCCc1ccccc1	0.2	-4	4.9	0	4
3	O=C(/C=C/c1ccc(Cl)c(Cl)c1)N1CCc2ccccc21	-0.8	3	-3.4	0	8
4	Cc1cc(Br)ccc1SCC(=O)OCC(=O)NC1CC1	-1.4	-2	0.1	-1	0
5	CCOC(=O)c1cc(NC(=O)c2cccs2)ccc1N1CCOCC1	1.3	-3	-2.6	2	1
6	CCOc1cc(-c2nc3n(c(=O)c2C#N)CCS3)ccc1O	1.3	-4	0.4	-7	7
7	Cc1ccc(-n2c(SCC(=O)Nc3ccc4c5c(cccc35)CC4)nc(O)cc2=O)cc1	-0.9	-4	2.4	0	-2
8	CCN(c1cc(C)cc(C)c1)S(=O)(=O)c1nnc(NC(=O)c2ccco2)s1	-0.1	-3	0.4	-2	21
9	CC(Oc1cc2oc(=O)c3c(c2cc1Cl)CCCC3)C(=O)NCCN1CCOCC1 (configuration not stated)	-1.3	0	2.2	0	3
10	CCOC(=O)c1c(NC(=O)CSc2ccccc2C(=O)O)sc(C)c1C	-0.2	-6	0.3	-1	3
11	CCCCC(c1nc2ccccc2[nH]1)N(C(=O)c1ccccc1)c1ccccc1[N+](=O)[O-] (configuration not stated)	nt	8	nt	6	nt
12	COc1cccc(CN2CCN(C3CCOCC3)CC2CCO)c1 (configuration not stated)	0.9	0	nt	-5	5
13	CC(C)Cn1nc(C(=O)Nc2cccc(C(=O)NC3CC3)c2)c2ccccc2c1=O	-0.2	nt	-0.1	nt	0
14	COc1ccc2nc(N3C(=O)CC(Cc4ccc(C)cc4)C3=O)sc2c1 (configuration not stated)	1.1	-1	-2.2	1	-2
15	CCN(CC(=O)NCc1ccc(Cl)cc1)C(=O)CSc1ccccc1	-0.7	-6	5.0	-3	3

no.	FBA Mtb inh	BoNT A protease	FadD28 FP inh	BioA inh
1	3	0.1	-0.1	-1.9
2	0	-2.8	0.3	-6.3
3	2	0.1	-0.7	nt
4	1	0.2	-2.8	nt
5	2	-0.5	-2.6	nt
6	-5	-1.8	2.9	-0.4
7	1	-0.3	-1.6	nt
8	5	-0.2	-2.6	0.6
9	10	-0.1	-2.3	3.3
10	4	-0.1	0.2	3.1
11	4	0.2	-2.9	2.7
12	-1	0.1	-1.6	-1.4
13	3	nt	-1.8	0.2
14	3	0.2	-1.7	nt
15	-2	-2.2	-3.2	-0.3

Later entries.
no.	SMILES	PfHsp40 yeast	BoNT-F LC inh	UGM FP inh	Anthrax LF inh2	GDH-TPI counter
16	Cc1nn2cc(-c3cccc(Cl)c3)cnc2c1Cl	0.9	5	nt	-2	6
17	Cc1ccc(S(=O)(=O)N2C[C@H]3C(=O)C[C@@H](c4ccccc4F)N(S(=O)(=O)c4ccc(C)cc4)[C@H]3C[C@H]2c2ccccc2)cc1	nt	-8	nt	-5	nt
18	O=C(N/N=C/c1ccccn1)c1cc(-c2ccncc2)nc2ccccc12	-1.4	-12	-0.8	-3	8
19	CN(C)c1ccc(/C=N/NC(=O)C[n+]2ccccc2)cc1	-1.0	-52	-2.2	6	22
20	CN1CCN(C(=O)c2cc3c(c(-c4cccc(-c5cc6ccccc6o5)c4)n2)[C@H](CCO)N(S(=O)C(C)(C)C)C3)CC1 (some centres not stated)	nt	-8	nt	-5	nt
21	Cc1ccccc1NS(=O)(=O)c1ccc(C(=O)N2CCCCCC2)cc1	-0.6	9	2.2	2	8
22	CC1(C(=O)N2CCN(C(=O)c3ccco3)CC2)CC1(Br)Br (configuration not stated)	-1.1	6	-0.3	11	3
23	COC(=O)Nc1ccc([N+](=O)[O-])cc1OC	-0.5	1	-1.2	-2	16
24	O=C(c1ccc2nsnc2c1)N1CCN(c2ccc([N+](=O)[O-])cc2)CC1	-0.4	16	0.5	-4	16
25	COc1ccc(-c2nnc(SCC(=O)c3ccc(C)o3)o2)cc1	-1.6	9	nt	-3	-2
26	COc1cc(C2c3c(oc4ccccc4c3=O)C(=O)N2Cc2ccco2)ccc1O (configuration not stated)	-0.2	5	-1.0	-1	14
27	Cc1noc(C)c1S(=O)(=O)N1CCC(C(=O)N2CCC(N3CCCCC3)CC2)CC1	-0.3	-1	0.0	-12	4
28	CCOCc1cnc(C)nc1NCC(=O)c1c(C)[nH]c2ccccc12	0.0	24	0.7	4	7
29	Cc1ccc(-c2nc(CSc3nc4ccccc4c(=O)n3C)cs2)cc1	-1.3	1	0.5	1	1
30	O=C(CSc1nc2ccccc2c(=O)n1-c1ccccc1F)Nc1ccc2c(c1)CCC2	0.8	3	0.4	-1	7

no.	FBA Mtb inh	BoNT A protease	FadD28 FP inh	BioA inh
16	2	-0.3	0.9	1.0
17	0	-1.2	-1.0	-3.2
18	-2	-1.7	-1.0	nt
19	1	-3.8	-0.6	0.5
20	2	-0.5	-1.2	-0.3
21	2	0.8	-0.7	5.4
22	-2	-0.4	-0.3	0.3
23	-3	0.3	-3.4	nt
24	-6	2.1	-2.9	28
25	-6	0.0	-2.2	1.4
26	-4	0.5	-0.6	17
27	0	-0.8	-3.0	-0.4
28	2	1.4	-1.2	-0.8
29	2	0.7	-1.3	-0.1
30	-1	0.3	-2.1	-0.1

(more compounds)
no.	SMILES	PfHsp40 yeast	BoNT-F LC inh	UGM FP inh	Anthrax LF inh2	GDH-TPI counter
31	COc1ccc(C)cc1NC(=O)C(CCS(C)(=O)=O)NC(C)=O (configuration not stated)	0.4	-4	-0.6	5	11
32	CC1CCc2nn(CC(=O)NCCCN3CCCCC3)cc2C1 (configuration not stated)	0.0	5	-1.1	-2	-2
33	O=C(CSc1ncccn1)NCCC1=CCCCC1	0.0	3	1.6	0	-8
34	CN(C)S(=O)(=O)c1cc(NC(=O)CN2C(=O)NC3(CCCc4ccccc43)C2=O)ccc1Cl (configuration not stated)	0.2	2	1.7	1	-3
35	Cc1nc(Sc2ccccc2)c(C#N)c(C)c1[N+](=O)[O-]	27*	?	-1.4	30*	-19
36	Cc1nonc1NC(=O)CSc1cn[nH]n1	-0.2	8	-4.7	-5	3
37	CCOC(=O)CN1C(=O)N[C@@H](c2ccccc2)[C@H](C(C)=O)[C@H]1C	-1.3	2	0.6	-1	-2
38	CC(=O)NCCOC(=O)c1nn(Cc2ccccc2)c(=O)c2ccccc12	-0.7	-4	-3.3	-2	11
39	CC(=O)N1CCCc2cc(S(=O)(=O)N3CCN(c4ccccn4)CC3)ccc21	0.3	-14	0.1	4	0
40	O=C1OCC2=C1C(c1ccc(Cl)cc1)CC(=O)N2c1ccc(F)cc1 (configuration not stated)	-1.9	32	2.0	-2	-1
41	O=c1cc(CSc2nnc(-c3cccs3)n2Cc2ccccc2)nc2sc3ccccc3n12	0.7	2	-1.1	3	12
42	O=C(O)/C=C/C(=O)Nc1ccc(OC(F)(F)F)cc1	2.0	-7	-1.7	-6	5
43	O=C1CSC(c2cccnc2)N1Cc1ccc(Cl)c(Cl)c1 (configuration not stated)	-2.0	?	4.3	2	-16
44	Cc1ccc(O)c(C(=O)c2cc(C(=O)NCCC(C)C)c(=O)n(CCC(C)C)c2)c1	-0.5	-3	-1.0	-12	1
45	CCOC(=O)C1=C(CC)Nc2ccccc2N=C1NC(=O)c1cccc(S(=O)(=O)N2CCOCC2)c1	0.4	nt	0.8	nt	0

no.	FBA Mtb inh	BoNT A protease	FadD28 FP inh	BioA inh
31	0	-0.6	-1.4	-0.5
32	-2	-0.6	-4.4	-1.2
33	1	1.8	-2.8	-3.8
34	2	0.8	-2.7	nt
35	-5	-0.2	-5.1	1.9
36	1	-0.6	-1.5	-2.6
37	2	0.6	-3.0	-2.6
38	2	-0.8	0.2	0.7
39	-1	-0.7	-0.9	3.2
40	2	4.0	-6.5	nt
41	4	0.6	-6.2	0.4
42	1	-0.5	-2.2	-1.3
43	-1	-7.4	-3.6	nt
44	5	0.5	-1.9	nt
45	1	nt	0.3	-0.7

Three compounds already listed, ordered by molar mass, lowest first.
no.	SMILES	PfHsp40 yeast	BoNT-F LC inh	UGM FP inh	Anthrax LF inh2	GDH-TPI counter
36	Cc1nonc1NC(=O)CSc1cn[nH]n1	-0.2	8	-4.7	-5	3
32	CC1CCc2nn(CC(=O)NCCCN3CCCCC3)cc2C1 (configuration not stated)	0.0	5	-1.1	-2	-2
45	CCOC(=O)C1=C(CC)Nc2ccccc2N=C1NC(=O)c1cccc(S(=O)(=O)N2CCOCC2)c1	0.4	nt	0.8	nt	0

no.	FBA Mtb inh	BoNT A protease	FadD28 FP inh	BioA inh
36	1	-0.6	-1.5	-2.6
32	-2	-0.6	-4.4	-1.2
45	1	nt	0.3	-0.7

Following part:
no.	SMILES	PfHsp40 yeast	BoNT-F LC inh	UGM FP inh	Anthrax LF inh2	GDH-TPI counter
46	Cc1cccc(C(=O)NC(C(=O)Nc2ccccc2N2CCOCC2)C(C)C)c1 (configuration not stated)	-0.1	-4	2.6	-1	-5
47	COc1ccccc1NC(=O)CSc1n[nH]c(Cc2ccccc2)n1	-0.7	8	1.7	3	2
48	Cc1cc(C(=O)CSc2nnc(-c3ccc(Cl)cc3)n2C)c(C)n1CC1CCCO1 (configuration not stated)	-1.9	-6	0.9	0	12
49	NC(Cc1ccc(C(F)(F)F)cc1)c1csc(Nc2ncccn2)n1 (configuration not stated)	nt	-12	nt	-8	7
50	Cc1nn(-c2ccc(Cl)cc2Cl)c(C)c1C(=O)O	-0.4	-3	2.9	-1	-1
51	O=C(CCn1c(=O)sc2ccccc21)NCCN1CCOCC1	-0.3	-6	0.1	6	3
52	CCNS(=O)(=O)c1ccc(CCC(=O)NCc2ccc3c(c2)OCO3)cc1	-1.4	?	-2.2	-9	7
53	Cc1ccc(C)c(C2=NNC(=O)CC2)c1	0.2	14	1.5	-6	-5
54	O=C(O)C1C2C=CC(C2)C1C(=O)NCCCN1CCCC1=O (configuration not stated)	-0.5	0	-0.7	3	7
55	CSc1cc(-c2ccco2)oc1C(=O)c1ccco1	0.0	nt	1.1	nt	2
56	COc1ccc(/C=N/N2CCOCC2)cc1Cn1nc(C)c([N+](=O)[O-])c1C	-1.7	-2	-2.3	-6	0
57	O=C(NC1CCCc2ccccc21)c1cn2ccccc2n1 (configuration not stated)	0.1	-6	-0.6	-2	-3
58	O=C(NCc1ccc2c(c1)OCO2)c1nc(Cn2cc([N+](=O)[O-])cn2)no1	0.5	4	0.2	0	-3
59	COc1ccc(CNc2nc3nc(C)c(Cl)c(C)n3n2)cc1	1.3	14	4.2	2	6

no.	FBA Mtb inh	BoNT A protease	FadD28 FP inh	BioA inh
46	2	0.2	nt	-0.3
47	2	1.2	0.9	-3.9
48	2	-0.6	-1.3	-1.4
49	0	-1.3	-5.1	-0.3
50	1	-0.3	-3.3	0.6
51	-3	-0.4	-2.1	-1.0
52	3	-2.1	-5.0	-1.4
53	6	-0.2	1.1	nt
54	1	0.8	-2.3	-1.0
55	-2	nt	-3.4	4.1
56	0	0.0	-2.8	nt
57	3	-0.4	-0.5	nt
58	0	1.9	-2.0	0.5
59	4	-2.0	0.2	-2.0
